PrPC TRFRET – inhibitors of human cell surface prion protein PrPC, primary screen, cell-based, TR-FRET. Major prion protein (Homo sapiens), P04156. TR-FRET read-out. inhibition, % at 13.8 µM. hit rate 0.43% among 370,000; in the data active = inhibition above about 24%; also: 0% = median of the test wells and 100% = reference compound wells
PfHsp40 yeast – rescue of yeast from PfHsp40 toxicity, primary screen, S. cerevisiae, ATP luminescence; S. cerevisiae expressing PfHsp40, growth rescue; growth rescue, % at 12.5 µM; hit rate 0.68% among 340,000; in the data active = growth rescue above about 28%, passing the limit was not always enough; inconclusive = no clear call, values can overlap the other calls;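 also: yeast W303a lacking pdr1 and pdr3 grown in galactose medium; growth measured after three days at 30 °C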
BoNT-A LC inh2 – BoNT/A light chain protease inhibitors, primary screen, biochemical, flow cytometry, MLPCN library. Botulinum neurotoxin type A light chain protease (Clostridium botulinum A str. ATCC 3502). multiplex microsphere protease substrate cleavage. inhibition, % at 10 µM. hit rate 0.17% among 360,000. AID 588499, 2011; also: plate controls were buffer without enzyme for full effect and enzyme alone for no effect
TcdB inh – TcdB glycohydrolase inhibitors, primary screen, biochemical, single point, plate reader | TcdB glycohydrolase enzymatic assay | inhibition, % at 9.99 µM | hit rate 0.24% among 350,000 | AID 652162, 2013; in the data active = inhibition above about 10%
Target sequence (P18177 whole entry, looked up): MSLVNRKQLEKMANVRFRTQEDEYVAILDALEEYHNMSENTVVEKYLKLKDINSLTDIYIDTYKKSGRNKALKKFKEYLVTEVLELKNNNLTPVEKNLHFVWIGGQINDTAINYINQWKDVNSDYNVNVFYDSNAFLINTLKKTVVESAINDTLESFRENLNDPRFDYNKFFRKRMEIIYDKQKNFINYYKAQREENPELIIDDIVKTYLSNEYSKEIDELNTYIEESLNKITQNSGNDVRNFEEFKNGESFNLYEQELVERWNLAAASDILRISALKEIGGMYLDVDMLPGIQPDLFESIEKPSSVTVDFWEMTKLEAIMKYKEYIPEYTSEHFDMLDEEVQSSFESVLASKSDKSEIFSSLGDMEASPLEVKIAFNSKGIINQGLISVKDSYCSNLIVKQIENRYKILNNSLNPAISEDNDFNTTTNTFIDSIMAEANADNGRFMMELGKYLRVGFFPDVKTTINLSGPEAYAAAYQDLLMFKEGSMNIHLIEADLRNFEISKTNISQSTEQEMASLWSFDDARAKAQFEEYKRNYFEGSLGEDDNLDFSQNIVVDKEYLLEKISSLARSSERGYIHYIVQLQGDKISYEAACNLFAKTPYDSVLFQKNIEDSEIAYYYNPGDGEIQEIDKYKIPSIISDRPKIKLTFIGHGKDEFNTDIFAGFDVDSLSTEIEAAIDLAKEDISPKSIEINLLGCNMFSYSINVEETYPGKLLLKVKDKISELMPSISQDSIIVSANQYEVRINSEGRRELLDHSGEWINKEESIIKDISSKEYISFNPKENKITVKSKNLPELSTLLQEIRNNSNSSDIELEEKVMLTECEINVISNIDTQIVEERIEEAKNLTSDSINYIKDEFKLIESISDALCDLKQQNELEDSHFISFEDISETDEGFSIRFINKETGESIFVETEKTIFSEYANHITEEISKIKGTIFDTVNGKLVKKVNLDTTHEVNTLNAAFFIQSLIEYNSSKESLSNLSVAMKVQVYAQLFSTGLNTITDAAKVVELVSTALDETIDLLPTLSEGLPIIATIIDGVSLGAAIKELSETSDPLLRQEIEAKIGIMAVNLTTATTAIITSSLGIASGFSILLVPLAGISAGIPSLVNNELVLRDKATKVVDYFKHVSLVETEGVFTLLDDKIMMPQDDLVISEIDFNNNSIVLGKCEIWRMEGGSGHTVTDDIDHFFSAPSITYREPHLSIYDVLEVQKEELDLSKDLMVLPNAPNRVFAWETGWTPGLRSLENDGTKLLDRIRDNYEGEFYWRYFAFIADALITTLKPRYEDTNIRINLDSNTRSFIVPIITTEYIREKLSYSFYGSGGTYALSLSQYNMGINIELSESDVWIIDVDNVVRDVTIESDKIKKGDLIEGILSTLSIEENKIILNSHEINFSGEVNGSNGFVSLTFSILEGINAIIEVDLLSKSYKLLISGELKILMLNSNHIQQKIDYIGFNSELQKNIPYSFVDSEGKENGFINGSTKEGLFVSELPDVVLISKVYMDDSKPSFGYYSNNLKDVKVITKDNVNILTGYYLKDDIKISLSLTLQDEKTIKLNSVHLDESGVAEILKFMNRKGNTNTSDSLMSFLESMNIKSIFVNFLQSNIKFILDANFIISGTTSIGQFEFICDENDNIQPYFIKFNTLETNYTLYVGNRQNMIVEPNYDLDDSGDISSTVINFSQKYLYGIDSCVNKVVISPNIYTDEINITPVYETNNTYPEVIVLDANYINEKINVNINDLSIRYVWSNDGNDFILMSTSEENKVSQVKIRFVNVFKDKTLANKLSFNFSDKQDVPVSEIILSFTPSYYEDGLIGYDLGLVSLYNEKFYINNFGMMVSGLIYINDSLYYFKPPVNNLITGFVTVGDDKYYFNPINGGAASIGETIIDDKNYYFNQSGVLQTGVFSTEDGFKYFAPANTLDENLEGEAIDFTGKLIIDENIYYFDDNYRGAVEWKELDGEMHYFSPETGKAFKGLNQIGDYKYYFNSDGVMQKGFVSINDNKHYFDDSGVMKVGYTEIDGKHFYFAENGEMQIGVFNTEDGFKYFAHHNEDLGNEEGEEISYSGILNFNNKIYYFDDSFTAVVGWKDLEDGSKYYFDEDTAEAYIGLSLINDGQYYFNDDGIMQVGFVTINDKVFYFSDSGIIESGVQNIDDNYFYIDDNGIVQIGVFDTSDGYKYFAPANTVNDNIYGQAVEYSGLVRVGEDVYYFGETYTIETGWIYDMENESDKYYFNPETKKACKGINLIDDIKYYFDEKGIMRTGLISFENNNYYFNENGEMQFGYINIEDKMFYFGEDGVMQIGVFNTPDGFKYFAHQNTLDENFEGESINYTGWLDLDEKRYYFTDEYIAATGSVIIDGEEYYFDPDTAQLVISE
Anthrax LF prot – Bacillus anthracis LF protease inhibitors, primary screen, biochemical, multiplex microsphere, MLPCN library | Lethal factor (Bacillus anthracis), P15917 | multiplex microsphere protease cleavage assay | inhibition, % at 10 µM | hit rate 0.12% among 360,000 | AID 588501, 2011; also: plate controls were buffer without enzyme for full effect and enzyme alone for no effect
BH1578 lux ind – inducers of Vibrio cholerae quorum light production without autoinducers, primary screen, BH1578 luxS cqsA deficient, single point; V. cholerae BH1578 lux reporter, luminescence, 6 h; activation, % at 18.7 µM; hit rate 0.16% among 350,000; AID 588436, 2011; in the data active = activation mostly above about 9.7%, no sharp cut-off; inconclusive = no clear call, values can overlap the other calls; inactive = mostly below about 3.7%; also: not every result past the cut was called active; inactives centre near 0; reference of the scale not given here
SARS 3CLpro inh – SARS-CoV 3CLpro protease inhibitors, primary screen, biochemical, quenched FRET; inhibition, % at 6 µM; hit rate 0.14% among 290,000; AID 1706, 2009; Replicase polyprotein 1ab (Severe acute respiratory syndrome coronavirus), P0C6X7; recombinant SARS-CoV 3CLpro, quenched FRET peptide cleavage; in the data active = inhibition above about 12%
PriA SSB inh – inhibitors of Klebsiella pneumoniae PriA binding to SSB C-terminal tail, primary screen, biochemical, AlphaScreen. PriA–SSB C-terminal tail interaction (Klebsiella pneumoniae). AlphaScreen SSBct-PriA binding, biotinylated peptide. inhibition, % at 33 µM. hit rate 0.6% among 430,000; in the data active = inhibition mostly above about 37%, no sharp cut-off; inactive = mostly below about 20%;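 also: plate controls were negative control peptide for no effect and reference peptide for full effect; strong numbers were not always called active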
Yp Topo-I inh – Yersinia pestis topoisomerase I inhibitors, primary screen, biochemical, cleavage product accumulation, plate reader, single point; DNA topoisomerase I (Yersinia pestis CO92); Y. pestis Topo-I cleavage product accumulation; hit rate 0.064% among 360,000; activity, % at 10 µM; in the data active = activity above about 50%, passing the limit was not always enough; inconclusive = no clear call, values can overlap the other calls; also: inactives centre near 2
* marks the source's active call; other numbers are inactive results; i = inactive; ? = inconclusive; nt = not tested or not shown; & = joins results of further samples. Rule as the data show it, unless noted: active = inhibition above about 30%; inconclusive = no clear call, values can overlap the other calls; inactive = below that. Only part of the results is shown; count on the stated rates, not on these rows.

SMILES	PrPC TRFRET	PfHsp40 yeast	BoNT-A LC inh2	TcdB inh	Anthrax LF prot	BH1578 lux ind	SARS 3CLpro inh	PriA SSB inh	Yp Topo-I inh
CCn1ncc(CNC(=O)C2(C)CC2(Br)Br)c1C (stereo not given)	-6	0.4	0.4	nt	2	i	0	2	0
COc1cc(CN(C)Cc2cc(=O)oc3cc(C)c(Cl)cc23)ccc1OC(F)F	12	-0.7	0.3	-0.2	5	-9.4	0	-11	31
Cc1cc(NC(=O)CSc2ccccc2)no1	4	-0.2	-0.3	nt	4	-0.3	-1	-3	1
O=C1c2ccccc2C2(c3ccc(Cl)cc3)NCCN12 (stereo not given)	3	0.1	-0.1	2.1	3	i	2	3	6
CCOc1ccc(-n2c(C)c(C(C)=O)c(C(C)=O)c2C)cc1	-7	0.0	0.1	nt	-2	1.0	4	-21	-4
COc1ccc(N2CCN(C(=O)C3(S(=O)(=O)c4ccc(C)cc4)CC3)CC2)cc1	4	-1.1	1.9	1.4	9	-4.8	-9	12	-9
O=C(NC1CCCCC1)N1CCN(c2ncccn2)CC1	4	0.5	1.4	nt	-3	i	-2	-15	-8
O=[N+]([O-])c1ccc(-c2nc(NCc3ccccc3)c3ccccc3n2)cc1	-11	0.5	1.5	1.3	-1	-0.2	-1	1	-4
O=C(CSc1ccccn1)Nc1ccc(N2CCOCC2)cc1	5	0.6	-0.6	0.3	-8	i	-1	-1	-6
COc1cc(CN2CC=C(c3ccc(F)cc3)CC2)cc(OC)c1	-8	-0.9	-1.0	1.1	-9	i	9	3	39
COc1cccc(-c2nc(CS(=O)(=O)CC(=O)Nc3ccccc3Br)c(C)o2)c1	5	1.7	-0.4	-0.6	0	-2.7	1	-8	12
CC(C)C[C@H](NC(=O)Nc1ccc2c(c1)OCCO2)C(=O)O	1	0.2	-0.7	-0.3	-5	i	0	3	-2
COc1ccc(/C=C2\C(=O)N(Cc3ccc(F)cc3)CC(=O)N2Cc2ccccc2)cc1	8	1.5	0.4	nt	-1	-0.5	6	-13	29
O=C(N/N=C/c1ccccc1F)c1cccc2ccccc12	6	-0.3	0.6	-3.4	13	-0.7	0	nt	16
CCOc1ccc(-c2cn3ccccc3n2)cc1	0	-0.9	-0.2	2.1	-2	-0.2	1	0	0
O=[N+]([O-])c1cc(S(=O)(=O)CCCN2CCOCC2)ccc1F	3	-2.6	-0.2	2.0	0	i	6	-5	-3
O=C(Nc1ccc(S(=O)(=O)N2CCCC2)cc1)c1ccc2c(=O)n3c(nc2c1)CCCCC3	4	1.0	-0.7	nt	1	-0.4	1	-1	3
CNC(=O)c1[nH]cnc1C(=O)Nc1ccccn1	-2	1.4	0.1	-1.3	-10	-0.3	1	1	5
CCc1c(C)sc(NC(=O)CN2CCN(C(=O)c3ccco3)CC2)c1C(=O)OC	2	0.2	1.2	1.1	-4	i	3	15	26
O=C(Oc1ccc2c(=O)c(Cl)coc2c1)c1ccncc1	2	6.4	-0.4	nt	3	-0.1	-4	-5	11

Entries of single compounds, looked up by structure. Screens in order: PrPC TRFRET | PfHsp40 yeast | BoNT-A LC inh2 | TcdB inh | Anthrax LF prot | BH1578 lux ind | SARS 3CLpro inh | PriA SSB inh | Yp Topo-I inh
Profile of CCOc1ccc(-c2cn3ccccc3n2)cc1 = 0 | -0.9 | -0.2 | 2.1 | -2 | -0.2 | 1 | 0 | 0
Profile of O=[N+]([O-])c1cc(S(=O)(=O)CCCN2CCOCC2)ccc1F = 3 | -2.6 | -0.2 | 2.0 | 0 | i | 6 | -5 | -3
Profile of COc1cc(CN2CC=C(c3ccc(F)cc3)CC2)cc(OC)c1 = -8 | -0.9 | -1.0 | 1.1 | -9 | i | 9 | 3 | 39

Next entries:
SMILES	PrPC TRFRET	PfHsp40 yeast	BoNT-A LC inh2	TcdB inh	Anthrax LF prot	BH1578 lux ind	SARS 3CLpro inh	PriA SSB inh	Yp Topo-I inh
COc1cccc(NC(=O)CN(C)C(=O)c2ccc(OCC3CCCO3)cc2)c1 (stereo not given)	-2	5.5	nt	1.8	nt	i	nt	-4	14
COc1ccc(C2=CC3=C(Br)C(=O)C(C)(O)C(=O)C3=CO2)cc1 (stereo not given)	nt	?	1.0	nt	-10	0.8	nt	-11	2
O=C(N/N=C/C(Br)=C/c1ccccc1)c1ccccc1[N+](=O)[O-]	-12	0.7	-2.5	0.1	12	-0.3	2	nt	-4
Cc1cc(NC(=O)c2ccc(Cl)cc2)n(CCC#N)n1	-8	1.3	-0.2	4.2	0	-0.2	3	-5	-4
CCCCC(=O)Oc1c(S(=O)(=O)c2ccccc2)c(C)nn1C(C)(C)C	-2	1.7	-1.5	0.2	28	i	3	-4	2
NC1=NC(=O)/C(=C\c2ccco2)S1	-12	3.1	-0.4	-0.8	-2	i	-6	2	-3
COC(=O)[C@H](Cc1ccccc1)NC(=O)N1CCCCC1	8	-1.0	-0.3	0.3	3	-1.0	4	-7	-3
CCc1ccc(C2C3=C(CC(C)(C)CC3=O)OC3=C2C(=O)CC(C)(C)C3)cc1	4	1.1	-0.8	0.2	-4	-0.3	-6	-18	35
O=C(CCNC(=O)c1ccccc1Cl)OCC(=O)c1ccccc1	-4	1.0	0.3	-0.7	-4	1.3	3	-16	6
CN(NS(=O)(=O)c1ccc(F)cc1)c1ncc(C(F)(F)F)cc1Cl	2	-0.9	-1.0	0.2	0	-0.2	-1	-2	-3
CC(Oc1cccnc1[N+](=O)[O-])C(=O)Nc1ccc(F)cc1 (stereo not given)	-14	-1.0	1.6	0.7	9	-0.4	nt	-7	-1
CCOc1cc(C(=O)Nc2ccc3c4c(cccc24)C(=O)N3CC)cc(OCC)c1OCC	-5	1.1	0.5	1.1	2	i	0	-21&-22	19
O=C(CN1CCCC1)Nc1c2c(cc3c1CCC3)CCC2	7	-1.3	1.7	0.9	-1	-0.3	0	-5	3
O=C(CSc1cccc2cccnc12)N1CCCC1	-6	4.6	-0.2	nt	2	i	2	79*	-6
CCC1=NN=C(c2ccc(F)cc2)C(c2c[nH]c3ccccc23)N1O (stereo not given)	-4	0.9	0.3	nt	3	1.6	1	-4	1
Cc1ccc(S(=O)(=O)NCC(=O)N/N=C/c2ccccc2O)cc1	-3	0.3	-1.7	-4.9	-1	1.0	-2	nt	6
Cc1cc(C(=O)NCC2CCCO2)n(-c2ccccc2)n1 (stereo not given)	-8	-0.8	0.1	1.4	1	-0.4	3	-6	-1
Cc1ccc(N2CC(C(=O)Nc3ccc(S(=O)(=O)Nc4nccs4)cc3)CC2=O)cc1 (stereo not given)	6	-0.1	0.1	-0.7	-2	-0.1	5	-6	-4
Cc1ccc(-c2cc3ccccc3nc2N2CCCC2)cc1	-4	-0.2	9.7	nt	8	i	3	-147	9
COc1ccc(NC(=O)CSc2nnc(-c3ccccc3F)n2C2CC2)cc1S(N)(=O)=O	3	0.1	-0.9	0.2	-4	1.3	2	-5	2
CC(C(=O)OCC(=O)Nc1ccc2c(c1)OCO2)N1C(=O)c2ccccc2C1=O (stereo not given)	-3	0.5	0.2	nt	-2	3.4	-1	-6	-5
CN(C)c1cccc(NC(=O)NC2(C)CCS(=O)(=O)C2)c1 (stereo not given)	8	-0.9	-1.9	-11	-2	-0.4	3	-4	0
COc1cc2c(cc1OC)CN(CC(=O)Nc1cccc(C(F)(F)F)c1)CC2	2	0.6	2.4	0.9	-7	i	-5	-13	-3
CCOc1ccc2nc(N3CCCC(C(=O)NCCCN4CC(C)CC(C)C4)C3)sc2c1 (stereo not given)	-4	0.1	0.0	0.3	2	12	-8	6	4
COc1ccccc1Oc1coc2cc(OCC(N)=O)ccc2c1=O	4	-0.1	0.2	-8.2	19	i	-1	-3&-11	-4
COc1ccc(NC(=O)C/C(C)=N/NC(=O)C2CCCCC2)c([N+](=O)[O-])c1	-15	0.0	0.5	-0.4	-4	-0.3	2	nt	0
COc1cc(OC)c(C(=O)Nc2ccc(S(=O)(=O)N3CCCCC3)cc2)cc1OC	-6	0.1	-0.1	2.1	3	-5.6	nt	-4	19
CN(C(=O)CSc1nc2ccccc2o1)C1CCCCC1	2	-0.1	nt	0.2	nt	0.2	nt	-11	-4
Cc1ccc(NC(=O)N(C2=NCC(C)S2)c2ccccc2)cc1 (stereo not given)	4	0.4	?	nt	-9	i	-8	-14	1
O=C(c1ccccc1)N1CCN(c2ccc([N+](=O)[O-])c(NCc3ccco3)c2)CC1	-26	0.9	-0.3	nt	-16	i	5	28	41
O=C(Nc1cc(C(F)(F)F)ccc1F)C1CCCC1	-4	-0.3	10	0.2	-11	-0.7	5	-14	11
Cc1cc(Br)ccc1OCCn1ccnc1	-1	-1.8	-0.1	1.5	1	-1.0	6	6	5
COc1ccc2c(OC)cc(-c3ccccc3)nc2c1	-3	0.9	-6.4	nt	-4	i	3	-19	16
CCOC(=O)c1sc2cccc(Cl)c2c1N	-5	0.3	1.4	nt	0	i	-10	-77	5
CC(C)n1nnnc1SCC(=O)NC1CCCC1	5	0.1	1.4	1.9	-7	i	4	0	9
Cc1nc2nc(SCc3ccccc3)nn2c(C)c1C	2	0.4	0.1	1.1	2	i	nt	11	12
CCN(CC)C(=O)[C@H]1CC(CC(=O)NCCc2ccccn2)C(=O)N2CCc3c([nH]c4ccc(OC)cc34)[C@]12C (stereo not given in full)	-7	-0.4	0.3	1.3	-3	0.0	nt	1	11
COc1cc(C(=O)NCCc2ncccc2C)ccc1OC1CCN(C(C)=O)CC1	-6	0.3	1.4	1.1	-1	-2.4	-6	1	1
COc1ccc(NC(=O)C2CCCN(c3nn4c(=O)cc(C)nc4s3)C2)cc1 (stereo not given)	-5	-0.7	0.1	0.4	-4	0.3	-5	0	-2
O=C(Nc1ccc2c(c1)OCO2)c1n[nH]c(=O)c2ccccc12	17	0.7	0.0	0.1	1	i	1	6	0
COc1ccc(Br)cc1/C=N/NC(=O)c1nc(-c2ccccc2)n2c1CCCCC2	0	0.7	-1.1	nt	-4	-0.9	3	nt	4
CN(C(=O)Cn1nc(C(=O)O)c2ccccc2c1=O)C1(C#N)CCCCC1	2	-1.8	-0.1	1.3	0	-1.4	nt	-3	1
O=C(CN1CCN(Cc2ccccc2)CC1)NCCNc1ccc([N+](=O)[O-])cn1	-12	-0.9	-0.7	-0.4	-3	-0.1	0	-3	2
O=C1NC[C@H](CCCCN2CCN(Cc3ccccc3)C(=O)C2=O)N(CCC2CCCCC2)C1=O	4	nt	-1.2	-0.5	-10	nt	nt	nt	nt
COc1cc(/C=N/NC(=O)Cc2c[nH]c3ccccc23)cc(OC)c1OC	-4	0.6	-0.4	nt	0	0.0	4	nt	-1
O=C1NC[C@@H](CCCCN2C[C@H](Cc3ccc(O)cc3)N(CCc3ccccc3)C(=O)C2=O)N(Cc2ccccc2)C1=O	6	nt	0.8	-0.6	0	nt	nt	nt	nt
CC(C)NC(=O)N(C)C[C@H]1Oc2ccc(NC(=O)Nc3ccc(C(F)(F)F)cc3)cc2C(=O)N([C@H](C)CO)C[C@@H]1C	0	0.2	0.2	-0.6&1.0	1	i	nt	-1	10
CCOc1ccc(-c2noc(CCC(N)=O)n2)cc1OCC	4	-0.7	-3.0	nt	-2	-7.1	-1	-3	4
COc1ccccc1CCc1nnc(CCC(=O)N(C)Cc2ccncc2C)o1	5	-0.4	0.3	-0.7	-1	-0.2	2	10	3
C/C(=N/NC(=O)CNC(=O)c1cccnc1)c1ccc([N+](=O)[O-])cc1	-14	-1.5	-0.7	0.9	-5	-0.2	-2	nt	1

Screening data deposited in PubChem by several laboratories.
